From PubChem
NTMT1 inh: Primary qHTS for Inhibitors of N-terminal methyltransferase 1 (NTMT1): MTaseGlo Assay. N-terminal Xaa-Pro-Lys N-methyltransferase 1 (Homo sapiens), Q9BV86. NTMT1 MTase-Glo SAH luminescence, purified enzyme. Potency, µM (titrated, usually from 114 µM), inactives show at the highest dose activity change, negative = inhibition, usual class: inhibitors. 59,000 tested, 2.5% active; active = well fitted inhibition curve with a large enough effect; inconclusive = small, poorly fitted or top-dose-only effect;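 note: plate controls were DMSO vehicle for no effect and no enzyme for full effect; nearly all actives have a fitted effect of over 65% in size; many of its hits are not listed in these tables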
Starred values were filed as active, the others as inactive; ? = inconclusive; & = joins results of further samples; [ ] = another dose, or the depositor's remark. Potency is the fitted concentration of half-maximal effect. An excerpt; count on the stated rates, not on these rows.

No. | SMILES | NTMT1 inh
1 | N#Cc1cc(NC(=O)Nc2nnc(-c3ccncc3)s2)ccc1-c1ccc[nH]1 | ?
2 | COc1ccc2c(=O)n3nc(Nc4ccc5c(c4)CCC5)sc3nc2c1 | 9%
3 | CS(=O)(=O)N1CCN(c2nc(-c3ccc(Br)cc3)cs2)CC1 | ?
4 | COc1ccccc1Nc1cc2ccccc2c(=O)[nH]1 | ?
5 | C=CCNc1oc(-c2cccc(Cl)c2)nc1C#N | 5%
6 | Cc1sc(NC(=O)Cc2ccc3c(c2)OCO3)nc1-c1ccc2c(c1)CCN2C(=O)c1ccccc1 | -1%
7 | CC(=O)Nc1sc2c(c1-c1ccc(N(C)C)cc1)CCNC2 | 14µM*
8 | Cc1ccnc(NC(=S)N2CCN(c3cccc(C(F)(F)F)n3)CC2)c1 | ?
9 | N#Cc1ccc(NC(=O)Nc2nnc(-c3ccncc3)s2)cc1 | -13%&2%
10 | Cc1nc(C)c(-c2ccc3ncnc(NCc4ncc[nH]4)c3c2)s1 | ?
11 | Cc1cc2c(s1)c1cnn(Cc3cccc(C)c3F)c(=O)c1n2C | ?
12 | O=C1N/C(=C\c2ccco2)C(=O)N1Cc1ccccc1 | 1%[57.5 µM]
13 | Cn1nnnc1Sc1ncnc2scc(-c3cccc(Cl)c3)c12 | -7%[57.5 µM]
14 | N#Cc1ccc(-c2ccc(CNc3ccc(N4CCCCC4)cc3)o2)cc1 | ?
15 | C=CCNc1oc(-c2cccc(F)c2)nc1C#N | 11%
16 | COC(=O)c1ccc(OC(C)=O)c2ncccc12 | 17%
17 | CNc1nccc(-c2cccc3ccccc23)n1 | -5%
18 | COc1ccc(CCC(=O)NCCc2nc3ccccc3n2CCOc2ccc(C)cc2)cc1 | -26%
19 | Cn1nnnc1Sc1ncnc2scc(-c3ccc(Br)cc3)c12 | -1%
20 | Cc1ccc(S(=O)(=O)Nc2ccc(F)cc2C(=O)Nc2nc(-c3ccccc3)cs2)cc1 | ?
21 | S=C(Nc1cc(Cl)ccn1)N1CCN(c2ccc3ccccc3n2)CC1 | ?
22 | CC(C)(C)OC(=O)N1CCN(c2ccc(NCc3nnc(-c4ccc(C#N)cc4)o3)cc2)CC1 | 15%
23 | O=C1Cc2cc(S(=O)(=O)N3CCN(c4ccc([N+](=O)[O-])cc4)CC3)ccc2N1 | -12%
24 | O=S(=O)(c1ccc2c(c1)OCCO2)N1CCN(S(=O)(=O)c2cc(F)c(F)cc2F)CC1 | 8%[57.5 µM]
25 | CC(C)(C)OC(=O)N1CCC(c2ccc(NCc3ccc(-c4ccc(C#N)cc4)o3)cc2)CC1 | 7%
26 | CC(C)(C)c1ccc(C(=O)NCC(=O)OC(C(=O)Nc2cc(C(F)(F)F)ccc2Cl)c2ccccc2)cc1 (stereo not given) | -1%
27 | O=C(Nc1ccc(S(=O)(=O)Nc2nccs2)cc1)c1ccncc1 | 18%
28 | O=C(/C=C/c1ccccc1Br)NCCc1nc2ccccc2[nH]1 | ?
29 | Cc1ccc(Sc2ccccc2N2CCNCC2)c(C)c1 | ?
30 | CNc1oc(-c2ccc3cnccc3c2)nc1C#N | 2%

2 entries from above, with each value named:
16	COC(=O)c1ccc(OC(C)=O)c2ncccc12
  NTMT1 inh = 17%

17	CNc1nccc(-c2cccc3ccccc23)n1
  NTMT1 inh = -5%

Next entries follow:
No. | SMILES | NTMT1 inh
31 | O=c1c2ccccc2nc2sc(NCc3ccc(Oc4ccccc4)cc3)nn12 | 1%
32 | Cc1ccc(S(=O)(=O)Nc2cnccc2C(=O)Nc2ccc(S(=O)(=O)Nc3nccs3)cc2)cc1 | 4%
33 | O=C(Nc1nnc(COc2ccc(Cl)cc2)s1)c1cccs1 | 14%
34 | Cc1ccc(S(=O)(=O)NCCC(=O)Nc2nc(-c3ccccc3)cs2)cc1 | ?
35 | Cc1ccc(OCCn2c(CCNC(=O)c3ccc(Br)o3)nc3ccccc32)cc1 | 14%
36 | Cc1nc(NCc2ccccc2)c2nc(-c3ccccc3)n(C3CCN(Cc4ccccc4)C3)c2n1 (stereo not given) | 2%
37 | O=C1CCc2cc(Cl)c(S(=O)(=O)Nc3ccc(Cl)c(Cl)c3)cc2N1 | -17%
38 | COc1ccc(C2=Nn3c(nnc3-c3ccccc3C(F)(F)F)SC2)cc1OC | ?
39 | CCC1CCC(C(=O)Nc2ccc(S(=O)(=O)Nc3nccs3)cc2)CC1 (stereo not given) | 0%
40 | CC(C)c1ccccc1-c1nccc(NCc2ccc(-c3ccnc(C(F)(F)F)c3)cc2)n1 | 10%
41 | N#Cc1c(-c2ccco2)no[n+]1[O-] | 10%
42 | Cc1ccc(-c2cc(C(=O)N3CC[S+](=O)([O-])CC3)c3ccccc3n2)cc1C | ?
43 | Cc1cc(NC(=O)Nc2nnc(C3CCCCC3)s2)ccc1Br | -2%
44 | COc1ccc(-c2no[n+]([O-])c2C#N)cc1 | 10%
45 | Cc1ccc(-c2nccc(=O)n2CC(=O)NCCc2ccccc2)cc1 | 0%
46 | COC(=O)c1cccc(-c2noc(-c3ccccc3F)n2)c1 | 22%
47 | COc1ccc([S+](=O)([O-])N2CCN([S+](=O)([O-])c3ccc4c(c3)OCCO4)CC2)c(OC)c1 | -4%
48 | CCOc1ccccc1-c1nnc2n1N=C(c1cccc(OC)c1)CS2 | 0%
49 | CCCCN(C)C(=O)Cn1nc(-c2ccc(C(C)(C)C)cc2)ccc1=O | -1%
50 | O=C1CCCC2=C1C1(CCCC1)N=C(Nc1nc3cc4ccccc4cc3o1)N2 | -1%
51 | C/C(=C\c1ccc(F)cc1)C1Nc2cccc3cccc(c23)N1 | -5%
52 | Cc1ccc(NS(=O)(=O)c2ccccc2C(=O)Nc2nc(-c3ccccc3)cs2)cc1 | 14%
53 | COc1ccc(CNc2ccc(S(=O)(=O)Nc3nccs3)cc2)cc1O | 4%
54 | FC(F)(F)c1cccc(N2CCN(C(=S)Nc3ncnc4ccccc34)CC2)c1 | ?
55 | O=S(=O)(c1ccc2c(c1)OCCO2)N1CCN(S(=O)(=O)c2ccco2)CC1 | 4%
56 | O=C(CNC(=O)c1ccncc1)OC(C(=O)Nc1cc(C(F)(F)F)ccc1Cl)c1ccccc1 (stereo not given) | 6%[57.5 µM]
57 | O=C1CCCC2CC(Nc3nc4ccccc4o3)CC(c3ccccc3)C12 (stereo not given) | -2%
58 | O=C(Nc1ccc2ccccc2c1)Nc1nnc(-c2ccc(F)cc2)s1 | 18%
59 | COc1ccc(C2Nc3ccccc3C(=O)N2Cc2ccco2)cc1COc1c(C(C)C)cccc1C(C)C (stereo not given) | 3%
60 | Cn1nnnc1Sc1ncnc2scc(-c3ccc4ccccc4c3)c12 | -17%

Molecules shown so far that have an aryl thioether with sulfur outside any ring (four):
No. | SMILES | NTMT1 inh
13 | Cn1nnnc1Sc1ncnc2scc(-c3cccc(Cl)c3)c12 | -7%[57.5 µM]
19 | Cn1nnnc1Sc1ncnc2scc(-c3ccc(Br)cc3)c12 | -1%
29 | Cc1ccc(Sc2ccccc2N2CCNCC2)c(C)c1 | ?
60 | Cn1nnnc1Sc1ncnc2scc(-c3ccc4ccccc4c3)c12 | -17%

Next results follow.
No. | SMILES | NTMT1 inh
61 | COc1ccc(C2Nc3ccccc3C(=O)N2Cc2ccccc2OC)cc1COc1ccc(NC(C)=O)cc1 (stereo not given) | 24%
62 | CC1=C(C(=O)Nc2nncs2)C(c2nn(C)cc2Cl)N=C(Nc2nc3ccccc3o2)N1 (stereo not given) | 5%
63 | Cn1c2cc(CO)sc2c2cnn(Cc3ccccc3F)c(=O)c21 | 8%[57.5 µM]
64 | Cc1cccc(CNc2ncnc3ccc(-c4cccc(C)c4)cc23)c1 | -1%
65 | CNc1oc(-c2cccc(-c3ccccc3)c2)nc1C#N | -10%[57.5 µM]
66 | Cn1nnnc1Sc1ncnc2scc(Br)c12 | 1%
67 | Cc1cccc(CNc2ccnc(-c3ccccc3F)n2)c1 | -2%
68 | COc1ccc(C2=Nn3c(nnc3-c3ccc(OC)c(OC)c3)SC2)cc1 | 7%
69 | CCOc1ccc(C(=O)Nc2ccc(-c3nc4ccccc4s3)cc2)cc1[N+](=O)[O-] | 0%
70 | NC(=O)C1=C(O)[C@@]2(O)C(=O)C3=C(O)c4c(O)cccc4C[C@H]3C[C@H]2CC1=O | ?
71 | O=S(=O)(c1ccc2c(c1)OCCO2)N1C[C@@H]2C[C@H]1CN2S(=O)(=O)c1c(F)cccc1F | 9%[57.5 µM]
72 | O=C1CCCC2=C1C(c1ccc(F)cc1)N=C(Nc1nc3ccccc3o1)N2 (stereo not given) | 6%
73 | Cc1ccc(S(=O)(=O)N(C)c2cccc3cccnc23)cc1 | -2%
74 | NC(=O)C1CCN(c2nc(-c3ccccc3-c3ccccc3)cs2)CC1 | 1%
75 | O=C1CCCC2=C1C(c1[nH]ncc1Cl)NC(=NCCc1ccccc1)N2 (stereo not given) | -4%
76 | CC(C)(C)OC(=O)NCc1nnc(C(C(=O)OCc2ccccc2)c2ccccc2)s1 (stereo not given) | -1%
77 | COc1cccc(NCc2ccc(O)c3ncccc23)n1 | -17%
78 | NC(=O)C1CCN(c2ncc(-c3ccc(Br)cc3)s2)CC1 | -4%
79 | Cc1ccnc(NC(=S)N2CCN(c3cccc(C(F)(F)F)c3)C2)c1 | -11%[57.5 µM]
80 | CN(CC(=O)O)c1ncnc2ccc(-c3ccc4c(c3)OCO4)cc12 | -13%[57.5 µM]
81 | O=S(=O)(c1ccc2ccccc2c1)N1CCN(S(=O)(=O)c2c(F)cccc2F)CC1 | 21%&4%
82 | O=C(CNC(=O)c1ccc2n[nH]nc2c1)OC(C(=O)Nc1cc(C(F)(F)F)ccc1Cl)c1ccccc1 (stereo not given) | 9%
83 | COc1cc(-c2no[n+]([O-])c2C#N)cc(OC)c1OC | 8%
84 | Cc1ccc(C(=O)NCCCCCC(=O)Nc2ccccc2N)cc1 | 10%[29.8 µM]
85 | c1c[nH]c(CNc2ncnc3ccc(-c4ccc5c(c4)OCO5)cc23)n1 | -12%
86 | Nc1ccccc1CNc1ccc(S(=O)(=O)Nc2nccs2)cc1 | 38%[activator]
87 | N#Cc1ccc(-c2ccc(CNc3ccc(N4CCOCC4)cc3)cn2)cc1 | -1%
88 | COc1ccc(C2=Nn3c(nnc3-c3ccccc3OC)SC2)cc1OC1CCCC1 | -9%
89 | Cc1ccc(OCCn2c(CCNC(=O)Cc3ccccc3)nc3ccccc32)cc1 | -26%[57.5 µM]
90 | COc1cc(F)c(S(=O)(=O)N2CCN(S(=O)(=O)c3cccs3)CC2)c(F)c1 | 9%
91 | CCn1c2cc(C)sc2c2cnn(Cc3ccccc3F)c(=O)c21 | -8%
92 | CC(C)c1ccccc1-c1nc(NCc2ccc(-c3cccnc3)cc2)c2occc2n1 | 6%
93 | N#Cc1ncc(C(=O)OCC(=O)NC2C3CC4CC(C3)CC2C4)cn1 (stereo not given) | 8%
94 | COc1cccc(C2c3c(ncn(-c4ccccc4Cl)c3=N)Oc3ccc4ccccc4c32)c1 (stereo not given) | -15%[57.5 µM]
95 | Cc1cc(C)nc(Nc2nnc(N3CCN(c4cccc(C(F)(F)F)c4)CC3)s2)c1 | 6%[57.5 µM]
96 | CC(C)Oc1ccc(-c2ccc(=O)n(CC(=O)NCCc3ccccc3)n2)cc1 | 11%
97 | Cc1ccc(OCCn2c(CCNC(=O)C3CCOCC3)nc3ccccc32)cc1 | 19%
98 | Cc1cc(C)n2ncc(C(=O)NC(C)C)c2n1 | 0%
99 | Cc1csc(CNc2ncnc3ccc(-c4ccc5c(ccn5C)c4)cc23)c1 | -3%
100 | O=C(Nc1ccc(S(=O)(=O)Nc2nccs2)cc1)c1cccnc1 | 15%
101 | Nc1ncc(-c2cccc(-c3nn4c(=O)cc(N5CCNCC5)nc4s3)c2)cn1 | -5%[57.5 µM]
102 | Cc1cc2c(s1)c1cnn(Cc3ccc(C)c(F)c3)c(=O)c1n2C | 79µM*
103 | COc1ccc(C2Nc3ccccc3C(=O)N2Cc2ccco2)cc1COc1ccc(NC(C)=O)cc1 (stereo not given) | -2%
104 | O=C1Cc2cc(S(=O)(=O)N3CCN(c4ccc(F)cc4)CC3)ccc2N1 | -5%[228 µM]
105 | C[C@@H]1C(=O)OC2[C@H](O)[C@]34[C@H]5C[C@@H](C(C)(C)C)[C@]36[C@@H](OC(=O)[C@@H]6O)O[C@@]4(C(=O)O5)[C@]21O (stereo not given in full) | 16%
106 | CCOc1ccc(CCNC(=O)c2cc3sccc3n2Cc2ccc(F)cc2F)cc1OCC | 18%
107 | CC(C)(C)OC(=O)CC(=O)NNC(=O)c1nc2ccccc2[nH]1 | 17%
108 | CCc1ccc(N(CC(C)C)S(=O)(=O)c2ccc(OCC3CCOCC3)c(CO)c2)cc1 | -2%
109 | Cc1ccc(OCCn2c(CCNC(=O)c3ccc4cc[nH]c4c3)nc3ccccc32)cc1 | 6%
110 | Cc1occc1-c1ccc2ncnc(NCCc3cnc[nH]3)c2c1 | ?
111 | Cc1ccc(S(=O)(=O)Nc2cncc(C(=O)Nc3nc(-c4ccccc4)cs3)c2)cc1 | -12%
112 | N#Cc1cccnc1N1CCN(C(=O)c2cccc(Cc3n[nH]c(=O)c4ccccc34)c2)CC1 | -2%
113 | COc1ccc(CCNC(=O)Cn2nc(-c3ccc(C)cc3)ccc2=O)cc1OC | -5%
114 | Cc1csc(CNc2ncnc3ccc(-c4cccnc4)cc23)c1 | -10%[57.5 µM]
115 | Cc1ccc(-c2ccc(=O)n(CC(=O)NCCCc3ccco3)n2)cc1 | ?
116 | CN(C)c1cccc(-c2ncnc(N3CCC(C(N)=O)CC3)n2)c1 | -10%[57.5 µM]
117 | COc1cc(O)c(C(CC(=O)N2CCC(C)CC2)c2ccc3c(c2)OCO3)c(OC)c1 (stereo not given) | 1%
118 | O=C(Nc1cc(F)cc(F)c1)Nc1nnc(-c2ccncc2)s1 | ?
119 | CSc1ccccc1-c1ccc(Nc2nc(-c3ccncc3)nc3ccccc23)cc1F | -1%[57.5 µM]
120 | CN(C)C/C=C/C(=O)Nc1ccc(C(=O)N2CCC[C@@H](Nc3ncc(Cl)c(-c4c[nH]c5ccccc45)n3)C2)cc1 | -20%
